# From PubChem
# NTMT1 inh: blocks human N-terminal methyltransferase 1 activity. actives 2.5% (n = 59,000). Potency, µM (doses to about 114 µM), for the others: top-dose activity change, negative = inhibition, most hits filed as inhibitors. NTMT1 MTase-Glo SAH luminescence, purified enzyme. AID 1645870. Q9BV86;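 note: plate controls were DMSO vehicle for no effect and no enzyme for full effect; nearly all actives have a fitted effect of over 65% in size; many of its hits are not listed in these tables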
# Target sequence (Q9BV86 whole entry, looked up): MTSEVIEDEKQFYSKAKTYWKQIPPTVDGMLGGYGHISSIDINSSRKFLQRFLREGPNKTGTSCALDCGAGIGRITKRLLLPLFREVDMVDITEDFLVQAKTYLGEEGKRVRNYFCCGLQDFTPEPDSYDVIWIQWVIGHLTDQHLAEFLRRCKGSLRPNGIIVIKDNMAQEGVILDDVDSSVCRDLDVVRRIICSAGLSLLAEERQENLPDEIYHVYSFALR
# FH mod: Identification of activators of human fumarate hydratase by quantitative high-throughput screening; Fumarate hydratase, mitochondrial (Homo sapiens), P07954; FH coupled MDH/diaphorase resazurin fluorescence, 15 min; Potency, µM (highest dose often 79.9 µM), inactives show top-dose activity change, negative = inhibition, usual class: inhibitors; actives 0.22% (n = 54,000); note: the screen sought activators but most active calls are inhibition curves; nearly all actives have a fitted effect of over 45% in size
# Target sequence (P07954 whole entry, looked up): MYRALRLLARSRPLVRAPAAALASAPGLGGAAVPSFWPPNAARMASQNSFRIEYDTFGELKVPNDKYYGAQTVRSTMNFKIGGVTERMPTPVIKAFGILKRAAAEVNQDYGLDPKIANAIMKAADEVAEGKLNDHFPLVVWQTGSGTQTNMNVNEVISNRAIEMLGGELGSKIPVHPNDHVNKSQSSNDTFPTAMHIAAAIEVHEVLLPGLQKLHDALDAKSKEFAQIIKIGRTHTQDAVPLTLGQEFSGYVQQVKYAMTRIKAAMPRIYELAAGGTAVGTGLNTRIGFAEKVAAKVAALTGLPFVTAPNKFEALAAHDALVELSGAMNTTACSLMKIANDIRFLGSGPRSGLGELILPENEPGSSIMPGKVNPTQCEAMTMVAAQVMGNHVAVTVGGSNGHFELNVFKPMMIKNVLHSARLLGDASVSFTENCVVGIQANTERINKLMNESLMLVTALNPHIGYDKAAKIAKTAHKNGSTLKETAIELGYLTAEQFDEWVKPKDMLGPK
# An asterisk follows results filed as active; ? = inconclusive; . = no result given; & = joins results of further samples; [ ] = remark or other dose. Calls come from the whole dose curve; as a rule, active = well fitted curve in the direction sought with a large enough effect; inconclusive = small, poorly fitted or top-dose-only effect, or another doubt; inactive = no such curve, though single readings can be large; an effect the other way counts as inactive or inconclusive. Unless noted, % is set by controls: 0 for no effect and ±100 for the full control effect; potency is the fitted concentration of half-maximal effect. A portion of the library, so the mix of outcomes need not match the whole.
# Below each compound: NTMT1 inh	FH mod
> COC[C@H]1OC(=O)c2coc3c2[C@@]1(C)C1=C(C3=O)[C@@H]2CC[C@H](O)[C@@]2(C)C[C@H]1OC(C)=O
→ -2%	.
> Cc1c(N)nc([C@H](CC(N)=O)NC[C@@H](N)C(N)=O)nc1C(=O)N[C@H](C(=O)N[C@@H](C)[C@H](O)[C@@H](C)C(=O)N[C@@H](C(=O)NCCc1nc(-c2nc(C(=O)NCCC[S+](C)C)cs2)cs1)[C@@H](C)O)C(O[C@H]1O[C@H](CO)[C@H](O)[C@@H](O)[C@H]1O[C@H]1O[C@H](CO)[C@@H](O)[C@H](OC(N)=O)[C@@H]1O)c1cnc[nH]1 (stereo partly drawn)
→ 26%[57.5 µM]	.
> Oc1cccc2cc(N3CCNCC3)cnc12
→ 0%	.
> O=C1C=CC[C@@H]2[C@H]3CCCN4CCC[C@@H](CN12)[C@@H]34
→ ?	3%
> C[C@@]1(C(=O)O)CC[C@]2(C)CC[C@]3(C)C4=CC(=O)c5cc(O)c(O)cc5[C@]4(C)CC[C@@]3(C)[C@@H]2C1
→ 8%[29.8 µM]	-4%[53.3 µM]
> Nc1ccc(Cl)cc1N
→ 1%	-3%
> C[C@@H]1CC[C@@]2(OC1)O[C@H]1C[C@H]3[C@@H]4CC=C5C[C@@H](O[C@@H]6O[C@H](CO)[C@@H](O[C@@H]7O[C@@H](C)[C@H](O)[C@@H](O)[C@@H]7O)[C@H](O)[C@@H]6O[C@@H]6O[C@@H](C)[C@H](O)[C@@H](O)[C@@H]6O)CC[C@]5(C)[C@@H]4CC[C@]3(C)[C@@H]1[C@H]2C
→ -7%[57.5 µM]	-1%[53.3 µM]
> CCN1C[C@]2(OC(=O)c3ccccc3NC(C)=O)CC[C@H](OC)[C@@]34[C@@H]2C[C@@H]([C@@H]13)[C@@]1(O)C[C@H](OC)[C@H]2C[C@@H]4[C@]1(O)[C@H]2OC
→ 5%[57.5 µM]	0%
> CC1CCCC(O)CCC/C=C/c2cc(O)cc(O)c2C(=O)O1 (stereo not drawn)
→ 5%[29.8 µM]	-1%[53.3 µM]
> O=C(O)Cc1ccccc1
→ 16%[57.5 µM]	6%[53.3 µM]
> Cc1cccc(NC(=O)c2ccc(C(F)(F)F)cc2C(=O)O)n1
→ -1%[57.5 µM]	?
> CC(C)=C1CC[C@]23CO[C@H](C2)[C@@](O)(C(=O)O)CCC13 (stereo partly drawn)
→ -8%[57.5 µM]	-6%
> CN(C)[C@@H]1C(=O)C(C(N)=O)=C(O)[C@@]2(O)C(=O)C3=C(O)c4c(O)cccc4[C@@](C)(O)[C@H]3[C@H](O)[C@@H]12
→ 79µM*	-1%[53.3 µM]
> C=CC(C)(O)CC/C=C(\C)C(=O)O[C@H]1[C@H](O)[C@@H](CO)O[C@@H](OC(=O)[C@]23CCC(C)(C)CC2C2=CCC4[C@@]5(C)CC[C@H](O[C@@H]6O[C@H](CO[C@@H]7OC[C@H](O)[C@H](O)[C@H]7O[C@@H]7OC[C@@H](O)[C@H](O)[C@H]7O)[C@@H](O)[C@H](O)[C@H]6O)C(C)(C)C5CC[C@@]4(C)[C@]2(C)CC3)[C@@H]1OC1OC(C)C(O[C@@H]2OC[C@@H](O)[C@H](O[C@@H]3OC[C@@H](O)[C@H](O)[C@H]3O)[C@H]2O)C(O)C1O (stereo partly drawn)
→ 11%[6.45 µM]	-2%[13.5 µM]
> C[C@]12CC[C@@H](O)C[C@H]1CC[C@@H]1[C@@H]2CC[C@]2(C)C(=O)CC[C@@H]12
→ -17%[57.5 µM]	3%

# Following part:
# Below each compound: NTMT1 inh	FH mod
> CC(=O)OC[C@]12C[C@H](OC(=O)CC(C)C)C(C)=C[C@H]1O[C@@H]1[C@H](O)C[C@@]2(C)[C@]12CO2
→ -17%[29.8 µM]	-5%[53.3 µM]
> CCc1ccc(C2CCNCC2)cc1
→ -2%[57.5 µM]	2%[53.3 µM]
> C[C@]12CC[C@@H]3c4ccc(OC(=O)N(CCCl)CCCl)cc4CC[C@H]3[C@@H]1CC[C@@H]2O
→ 22µM*	-16%[53.3 µM]
> CCN[C@@H](C)Cc1cccc(C(F)(F)F)c1
→ 19%[57.5 µM]	4%[53.3 µM]
> c1ccc([C@@H]2C[C@H]2NC2CCNCC2)cc1
→ ?	2%
> C/C=C(\C)C(=O)O[C@H]1CC2C(=C1C)[C@H]1OC(=O)[C@](C)(O)[C@]1(O)[C@H](OC(=O)CCC)C[C@@]2(C)OC(C)=O (stereo partly drawn)
→ -18%[29.8 µM]	-1%[53.3 µM]
> CCCC(C)(COC(N)=O)COC(=O)NC(C)C (stereo not drawn)
→ 3%&41%[57.5 µM]	13%&0%[53.3 µM]
> CC(C)(C)c1cc(C(C)(C)C)c2c(c1)C(O)(C(F)(F)F)C(=O)O2 (stereo not drawn)
→ 18%[57.5 µM]	-20%
> CCCN1CCO[C@@H]2c3cc(O)ccc3OC[C@H]21
→ -9%	4%[53.3 µM]
> O=c1c(C2CC(c3ccc(-c4ccc(Br)cc4)cc3)Cc3ccccc32)c(O)sc2ccccc12 (stereo not drawn)
→ 2%[57.5 µM]	-14%[53.3 µM]
> CC(C)c1c(CN(C)C(C)Cc2ccccc2)n(C)n(-c2ccccc2)c1=O (stereo not drawn)
→ 8%[57.5 µM]	0%[53.3 µM]
> Cc1ccc2c(c1)C1CN(C)CCC1N2 (stereo not drawn)
→ ?	0%[20.6 µM]
> C[C@@H]1CCC2[C@@H](C)C(=O)OC3O[C@@]4(C)CCC1[C@]32OO4 (stereo partly drawn)
→ 1%[57.5 µM]	0%
> COP(=O)(OC)OC=C(Cl)Cl
→ -14%[57.5 µM]	0%[53.3 µM]
> O=C(O)COc1ccccc1
→ 25%[57.5 µM]	-3%[53.3 µM]

# Following part.
# Below each compound: NTMT1 inh	FH mod
> CC(C)NCC(O)c1ccc([N+](=O)[O-])cc1 (stereo not drawn)
→ 37%[activator][57.5 µM]	-1%[53.3 µM]
> CC(=O)OC12C(O)C(C)C3(O)C4C=C(C)C(=O)C4CC(CO)=CC3C1C2(C)C (stereo not drawn)
→ 8%[29.8 µM]	1%[53.3 µM]
> CC(=O)O[C@@]12CO[C@H]1C[C@H](O)[C@@]1(C)C(=O)[C@H](O)C3=C(C)[C@@H](O)C[C@@](O)([C@@H](OC(=O)c4ccccc4)[C@@H]21)C3(C)C
→ -4%[57.5 µM]	4%[53.3 µM]
> CN[C@@H]1C[C@H]2O[C@@](C)([C@@H]1OC)n1c3ccccc3c3c4c(c5c6ccccc6n2c5c31)C(=O)NC4
→ ?	?
> C[C@@H]1O[C@@H](O[C@@H]2C=C3CC[C@@H]4[C@@H](CC[C@]5(C)[C@H](c6ccc(=O)oc6)CC[C@@]45O)[C@@]3(C)CC2)[C@H](O)[C@H](O)[C@H]1O
→ 8%[57.5 µM]	11%[53.3 µM]
> Oc1c(Br)cc(Br)cc1Br
→ ?	-15%[53.3 µM]
> C[N+]1(C)[C@@H]2CC(OC(=O)[C@H](CO)c3ccccc3)C[C@H]1[C@@H]1O[C@@H]12 (stereo partly drawn)
→ 9%	-2%[53.3 µM]
> O=C1OC(c2ccc(O)c(S(=O)(=O)O)c2)(c2ccc(O)c(S(=O)(=O)O)c2)c2c(Br)c(Br)c(Br)c(Br)c21
→ 79µM*	28µM*
> C[C@]12CC[C@@H]3c4ccc(OC(=O)N(CCCl)CCCl)cc4CC[C@H]3[C@@H]1CC[C@@H]2OP(=O)(O)O
→ ?	-1%
> COc1ccc2[nH]c(-c3ccccc3)c(CCN(C)C)c2c1
→ 4%[57.5 µM]	2%
> Clc1ccc([C@]23CNC[C@H]2C3)cc1Cl
→ ?	10%
> C[C@]12CC[C@H](O)C[C@H]1CC[C@@H]1[C@@H]2[C@H](O)C[C@]2(C)[C@@H](c3ccc(=O)oc3)CC[C@]12O
→ ?	-3%
> CC(=O)Nc1ccc(OC[C@](C)(O)C(=O)Nc2ccc([N+](=O)[O-])c(C(F)(F)F)c2)cc1
→ 0%&-23%[57.5 µM]	-8%
> CC1=CC2/C=C(\C)CCC(O)C(O)/C=C/C(=O)OC23C(=O)NC(CC(C)C)C3C1C (stereo not drawn)
→ -12%[29.8 µM]	21%[53.3 µM]
> CC(=Cc1csc(C)n1)[C@@H]1C[C@H]2O[C@]2(C)CCC[C@H](C)[C@@H](O)[C@@H](C)C(=O)C(C)(C)[C@@H](O)CC(=O)O1
→ 11%[57.5 µM]	6%[53.3 µM]

# Other results follow.
# Below each compound: NTMT1 inh	FH mod
> Cc1ccc(Cn2nc(C(=O)N[C@@H]3C(C)(C)[C@@H]4CC[C@@]3(C)C4)cc2-c2ccc(Cl)c(C)c2)cc1
→ 8%[57.5 µM]	1%
> CC(C)N(CCNC(=O)CN1CCCC1=O)C(C)C
→ 4%&17%[57.5 µM]	1%
> CCS(=O)(=O)C(C)(C)S(=O)(=O)CC
→ 16%[57.5 µM]	0%[53.3 µM]
> COc1ccc(OC)c(CC(C)N)c1 (stereo not drawn)
→ 5%	1%
> CN(C)[C@@H]1C(=O)C(C(N)=O)=C(O)[C@@]2(O)C(=O)C3=C(O)c4c(O)cccc4[C@@](C)(O)[C@H]3C[C@@H]12
→ ?	-7%&-3%[53.3 µM]
> COc1ccc(CN2CCNCC2)c(OC)c1OC
→ -17%[57.5 µM]	-5%[53.3 µM]
> Clc1ccc(C(c2ccc(Cl)cc2)n2cc[n+](CC(OCc3ccc(Cl)cc3Cl)c3ccc(Cl)cc3Cl)c2)cc1 (stereo not drawn)
→ 30µM*	?
> Fc1cc(F)c2c(c1)C1C=CCC1C(c1cccnc1)N2 (stereo not drawn)
→ 8%[57.5 µM]	0%
> CC(C)C(Br)C(=O)NC(N)=O (stereo not drawn)
→ 22%[57.5 µM]	3%[53.3 µM]
> COc1ccc2c3c1O[C@H]1[C@H](O)CC[C@H]4[C@@H](C2)N(C)CC[C@@]341
→ 63%[activator]	-3%
> C[C@@H]1O[C@@H](O[C@H]2C[C@@H](O)[C@]3(CO)[C@H]4[C@H](O)C[C@]5(C)[C@@H](C6=CC(=O)OC6)CC[C@]5(O)[C@@H]4CC[C@]3(O)C2)[C@H](O)[C@H](O)[C@H]1O
→ 10%	6%&0%&3%&16%[53.3 µM]
> c1cc2c(c(N3CCNCC3)c1)OCCO2
→ -3%[57.5 µM]	0%[53.3 µM]
> c1ccc2nc(N3CCNCC3)ccc2c1
→ -4%[57.5 µM]	5%[53.3 µM]
> C=CCC1(C(C)CC)C(=O)NC(=O)NC1=O (stereo not drawn)
→ -3%[57.5 µM]	-13%[53.3 µM]
> CC[C@H]1CN2CC[C@H]1C[C@@H]2[C@@H](O)c1ccnc2ccc(OC)cc12
→ 4%[29.8 µM]	0%[53.3 µM]

# Taken from the results shown (7 entries):
# Below each compound: NTMT1 inh	FH mod
> CC(C)C(Br)C(=O)NC(N)=O (stereo not drawn)
→ 22%[57.5 µM]	3%[53.3 µM]
> COc1ccc2c3c1O[C@H]1[C@H](O)CC[C@H]4[C@@H](C2)N(C)CC[C@@]341
→ 63%[activator]	-3%
> C[C@@H]1O[C@@H](O[C@H]2C[C@@H](O)[C@]3(CO)[C@H]4[C@H](O)C[C@]5(C)[C@@H](C6=CC(=O)OC6)CC[C@]5(O)[C@@H]4CC[C@]3(O)C2)[C@H](O)[C@H](O)[C@H]1O
→ 10%	6%&0%&3%&16%[53.3 µM]
> c1cc2c(c(N3CCNCC3)c1)OCCO2
→ -3%[57.5 µM]	0%[53.3 µM]
> c1ccc2nc(N3CCNCC3)ccc2c1
→ -4%[57.5 µM]	5%[53.3 µM]
> C=CCC1(C(C)CC)C(=O)NC(=O)NC1=O (stereo not drawn)
→ -3%[57.5 µM]	-13%[53.3 µM]
> CC[C@H]1CN2CC[C@H]1C[C@@H]2[C@@H](O)c1ccnc2ccc(OC)cc12
→ 4%[29.8 µM]	0%[53.3 µM]

# Next structures follow.
# Below each compound: NTMT1 inh	FH mod
> CC(C)(O)C=CC(=O)[C@](C)(O)[C@H]1[C@H](O)C[C@]2(C)[C@@H]3CC=C4[C@@H](C=C(O)C(=O)C4(C)C)[C@]3(C)C(=O)C[C@@]12C
→ 28%[57.5 µM]	6%[53.3 µM]
> C[C@](O)(COc1ccc(C#N)cc1)C(=O)Nc1ccc(C#N)c(C(F)(F)F)c1
→ 2%	2%[53.3 µM]
> CN1CN(c2ccccc2)C2(CCN(CCCC(=O)c3ccc(F)cc3)CC2)C1=O
→ -5%[57.5 µM]	?
> CN1C(=O)c2ccccc2NC(=O)[C@]12O[C@@H]2c1ccccc1
→ 15%[57.5 µM]	3%
> C=C1C(=O)CC2OC2(C)CC2OC(=O)C(=C)C2C(O)C1OC(=O)/C(C)=C\C (stereo not drawn)
→ -7%[29.8 µM]	-1%[53.3 µM]
> CCc1c(C(=O)C(N)=O)c2c(OCC(=O)OC)cccc2n1Cc1ccccc1
→ 1%[57.5 µM]	1%
> CC(Cc1ccccc1)NCCn1cnc2c1c(=O)n(C)c(=O)n2C (stereo not drawn)
→ -4%	1%
> CNC(=O)NC(O)C(Cl)(Cl)Cl (stereo not drawn)
→ 25%[57.5 µM]	0%[53.3 µM]
> COc1ccsc1CNCC[C@@]1(c2ccccn2)CCOC2(CCCC2)C1
→ -11%[57.5 µM]	1%
> CCC(C)C1NC(=O)C2CCCN2C(=O)C(CC(C)C(=O)O)OC(=O)CCNC(=O)C(C)N(C)C(=O)C(C(C)C)N(C)C1=O (stereo not drawn)
→ -18%[12.6 µM]	18%[20.6 µM]
> CCOC(=O)C1(c2ccccc2)CCN(CCc2ccc(N)cc2)CC1
→ 16%[57.5 µM]	-12%[53.3 µM]
